Screening results deposited in PubChem BioAssay by Fisher Drug Discovery Resource Center.
NPYLR7 agonist – activates Aedes aegypti NPYLR7 receptor; HEK293T NPYLR7/Galpha15, GCaMP6s calcium fluorescence; hit rate 0.15% among 270,000; activation, % at 10 µM; in the data active = activation above about 40%;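 note: 0% = vehicle and 100% = reference agonist at the receptor; some compounds past the cut are filed as inactive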
mcGAS lum – blocks mouse cGAS activity. Q8C6L5. recombinant cGAS, Kinase-Glo ATP depletion luminescence. inhibition, % at 12.5 µM. hit rate 0.15% among 160,000;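 note: 0% = negative control wells and 100% = reference inhibitor with no enzyme activity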
hcGAS lum – blocks human cGAS activity | Q8N884 | recombinant h-cGAS, ATP depletion, Kinase-Glo luminescence | inhibition, % at 12.5 µM | hit rate 0.081% among 290,000;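 note: 0% = vehicle reaction and 100% = reaction without DNA for no activity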
Target sequence (Q8N884 whole entry, looked up): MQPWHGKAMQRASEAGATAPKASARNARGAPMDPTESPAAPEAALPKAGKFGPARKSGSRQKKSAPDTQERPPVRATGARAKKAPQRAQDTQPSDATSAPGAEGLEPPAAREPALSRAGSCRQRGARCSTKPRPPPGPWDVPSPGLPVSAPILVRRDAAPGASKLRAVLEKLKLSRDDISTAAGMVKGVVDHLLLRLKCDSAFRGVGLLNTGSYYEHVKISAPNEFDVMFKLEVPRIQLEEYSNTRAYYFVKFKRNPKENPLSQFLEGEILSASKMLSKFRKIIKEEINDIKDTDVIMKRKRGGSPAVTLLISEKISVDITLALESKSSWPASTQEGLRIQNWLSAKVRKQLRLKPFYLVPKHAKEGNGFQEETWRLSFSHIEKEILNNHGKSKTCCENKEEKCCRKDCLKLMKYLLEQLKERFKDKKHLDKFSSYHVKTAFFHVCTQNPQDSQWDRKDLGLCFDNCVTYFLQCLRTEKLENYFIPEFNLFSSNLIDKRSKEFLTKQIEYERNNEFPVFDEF
Starred values were filed as active, the others as inactive; · = no result given; & = joins results of further samples. Cut-off read from the data, not from the text of the source, unless noted: active = inhibition above about 40%; inactive = the rest.

SMILES	NPYLR7 agonist	mcGAS lum	hcGAS lum
C=c1oc(C)cc1=C1NN=C(CCC(=O)NCc2csc(C)n2)O1	4	1	-1
O=C(NCc1cccc(-c2ncc(-c3ccc(F)cc3)[nH]2)c1)c1cc(Cl)cc(Cl)c1	1	-3	-1
Cc1nc(N)sc1C	1	·	-6
CCCC(=O)C1=C(c2ccc(C(C)C)cc2)N(C(=O)CCC)n2c(C)nnc2S1	3	·	-16
CC(C)c1ccc(CCNC(=O)CN2CCCN(C)CC2)cc1	1	·	-18
CC(=O)OCC(=O)Nc1ccc2nc(Cc3ccccc3)nn2c1	-11	-1	2
Cc1csc2nc(O)c(C(=O)NCCO)c(=O)n12	14	-5	-6
N=C1OC(c2ccc(Br)cc2)C(=O)C1O (centres undefined)	4	·	-3
CCCCN(Cc1ccc(F)cc1)C(=O)C1(N)CC1	4	·	-7
COC(=O)C(C)(C)c1ccc(NS(=O)(=O)c2ccc(C)s2)cc1	3	-15	-7
CC(C)(C)c1nc(C(C)(C)NC(=O)/C=C/c2ccc(C#N)cc2)no1	7	·	-10
CS(=O)(=O)N1CCCCC1C(=O)N1CCN(c2ncccn2)CC1 (centres undefined)	-2	-9	-6
CC(C)COc1ccc(CC(=O)OC2CCSC2)cc1 (centres undefined)	15	·	-10
O=C(c1ccc(F)cc1)N(Cc1nccn1Cc1cccc(Cl)c1)CC1CC1	-5	4	-2
Cc1cc(C(O)c2ncc(-c3ccccc3F)[nH]2)ccc1F (centres undefined)	3	·	-12
O=C(NC1CCCC1)c1cnn2c(C(F)(F)F)cc(-c3ccc4c(c3)OCO4)nc12	0	-4	-3
O=C(CSc1nc2c(cnn2CCO)c(=O)[nH]1)Nc1ccc2c(c1)OCCO2	5	·	-5
C=CCSc1nnc(NC(=O)CCNC(=O)c2ccco2)s1	-5	·	2
COc1cc(CN2CCC(Cc3ccc(-c4ccccc4)cc3)CC2)cc(OC)c1	1	-5	-4
Cc1cc(C(=O)N2CCN(C(=O)c3ccccc3)CC2)cc(=O)[nH]1	13	·	-4
CCCn1ncc(C(=O)NCCc2nc(C)c3c(n2)CCCC3)c1C	-1	·	3
CC1CCN(S(=O)(=O)N2CCC(C(=O)NC3CC3)CC2)CC1	3	·	-7
CCCCN(Cc1ccccc1)C(=O)c1cc(-c2cccs2)nc2cc(C)c(C)cc12	0	0	1
CNC(=O)CC(C)N(C)Cc1cc(F)c(F)c(F)c1 (centres undefined)	-1	·	-6
CN(Cc1cc(C(C)(C)C)n[nH]1)c1nccc(N2CCCC(O)C2)n1 (centres undefined)	0	-19	-7
CS(=O)(=O)c1ccc(CN2CCN3C(C(=O)NCCC(F)(F)F)=COC3=NC2=O)cc1	3	·	-11
CC(O)CN1CCC(CN(C)c2nccc(C(F)(F)F)n2)CC1 (centres undefined)	7	·	-18
COc1ccc2c(c1)C(C)(Cc1cc(OC(F)(F)F)ccc1OC)C(=O)N2 (centres undefined)	1	-1	1
CN(C)c1nc2c(c(N(C)C)n1)CCN(C(=O)CCc1cc(=O)[nH]o1)C2	6	·	-6
O=C(c1ccccc1)N(Cc1cccnc1)c1nc2c(F)cccc2s1	-5	-7	-4
O=C(NCc1ccco1)c1cnc2ccccn2c1=O	5	-1	3
CCCN(CC1COc2ccccc2O1)S(=O)(=O)c1ccc(C#N)cc1 (centres undefined)	-1	·	-1
Cc1ccc2ncn(C3CCN(C(=O)c4ccccc4F)CC3)c2c1	4	-6	-4
O=C(c1ccc(Cl)c([N+](=O)[O-])c1)N1CCN(c2nc(C3CC3)nc3sc4c(c23)CCCCC4)CC1	·	-8	-12
Cc1cc(NCC2CCCO2)n2nc(C(F)(F)F)c(-c3ccccc3Cl)c2n1 (centres undefined)	1	-9	-2
Cc1ccc(C(=O)N2CCCC(CNC(=O)c3ccc(F)cc3)C2)cc1C (centres undefined)	11	·	-11
Nc1n[nH]c(C(F)(F)F)c1-c1ccc(Cl)cc1	8	·	-12
COc1ccc(-c2nccn2CCc2ccc(S(N)(=O)=O)cc2)cc1	-2	-11	-8
Cc1cccc(NC(=O)CNC(=O)c2cnc3c(cnn3C(C)C)c2)c1C	13	·	-1
Oc1cccc(-c2cc3c(cn2)ncn3-c2ccccc2)c1	-1	-6	-4

Quoted at random: five compounds from above
SMILES	NPYLR7 agonist	mcGAS lum	hcGAS lum
Cc1cc(NCC2CCCO2)n2nc(C(F)(F)F)c(-c3ccccc3Cl)c2n1 (centres undefined)	1	-9	-2
CCCCN(Cc1ccccc1)C(=O)c1cc(-c2cccs2)nc2cc(C)c(C)cc12	0	0	1
Cc1cccc(NC(=O)CNC(=O)c2cnc3c(cnn3C(C)C)c2)c1C	13	·	-1
O=C(NCc1ccco1)c1cnc2ccccn2c1=O	5	-1	3
Cc1nc(N)sc1C	1	·	-6

The listing picks up with the 6 entries that preceded the break.
SMILES	NPYLR7 agonist	mcGAS lum	hcGAS lum
Cc1cc(NCC2CCCO2)n2nc(C(F)(F)F)c(-c3ccccc3Cl)c2n1 (centres undefined)	1	-9	-2
Cc1ccc(C(=O)N2CCCC(CNC(=O)c3ccc(F)cc3)C2)cc1C (centres undefined)	11	·	-11
Nc1n[nH]c(C(F)(F)F)c1-c1ccc(Cl)cc1	8	·	-12
COc1ccc(-c2nccn2CCc2ccc(S(N)(=O)=O)cc2)cc1	-2	-11	-8
Cc1cccc(NC(=O)CNC(=O)c2cnc3c(cnn3C(C)C)c2)c1C	13	·	-1
Oc1cccc(-c2cc3c(cn2)ncn3-c2ccccc2)c1	-1	-6	-4
CCCCc1ccc(-c2ccc(-n3cncc3C(=O)NCc3cccs3)cc2)cc1	6	-4	1
Cc1cc[n+](C2=C(c3c(C)[nH]n(-c4cccc(Cl)c4)c3=O)C(=O)N(C3CCCCC3)C2=O)cc1C	-3	-7	-3
COCCC1CN(C(=O)c2cc(C)nc(C)n2)CCO1 (centres undefined)	-2	·	-5
Cn1c(=O)c2cn3c(c2n(C)c1=O)C(c1ccccc1)CC(c1ccccc1)=N3 (centres undefined)	-15	·	-6
O=C(O)c1coc(CN(Cc2cccc(F)c2)Cc2ccco2)n1	14	·	5
Clc1nc(N2CCCCC2)nc(N2CCOCC2)n1	16	-3	-2
CC1=NN(C(=O)c2cccs2)C(O)(c2ccccc2)C1 (centres undefined)	16	·	-13
CC(=O)N[C@@H](C)C(=O)Nc1cc(C)ccc1NC(=O)c1ccccc1	7	-15	1
Clc1ccc(-c2nnc(-c3cccnc3)o2)cc1	-2	·	-17
CC(C)N1CCCC(C)(C(=O)Nc2nc3ccccc3[nH]2)C1 (centres undefined)	0	·	5
CCOC(=O)N1CCN(C(c2ccccc2)C2Sc3nc(CC)nn3C2=O)CC1 (centres undefined)	-3	-5	-5
CS(=O)(=O)N1CCC(N2CCCC2c2ccccn2)CC1 (centres undefined)	3	·	2
COc1cc2ncc(C#N)c(N3CCC(C(=O)Nc4cccc(C#N)c4)CC3)c2cc1OC	17	-5	-4
O=C1C(=O)N(CCCN2CCOCC2)C(c2ccncc2)C1=C(O)c1ccc(F)cc1 (centres undefined)	6	-1	3
Cc1nnn(C23CC4CC(CC(C(=O)N5CCN(C6CCCCC6)CC5)(C4)C2)C3)n1	·	-5	-9
Cc1oc(C(C)(C)C)cc1C(=O)NCCNc1c(Cl)cccc1[N+](=O)[O-]	-15	·	-6
Cc1nc(N=C(N)NC(=O)N2c3ccccc3Sc3ccccc32)nc2ccccc12	1	·	-2
CC(=O)Nc1ccc(SCCCC(=O)N2CCc3ccccc32)nn1	-2	-8	-2
Cc1cccnc1NC(=O)C1CCCN(C(=O)c2n[nH]c3ccccc23)C1 (centres undefined)	3	·	-4
COC(=O)c1ccc(COc2ccc([N+](=O)[O-])cc2)cc1	12	-3	-2
COc1ccccc1-n1c(CNC(=O)c2ccc(S(=O)(=O)N(C)C)cc2)nnc1SCC(=O)N1CCc2ccccc21	9	-5	-5
CC1C(=O)N(c2ccc3c(c2)OCO3)CCN1C(=O)c1cccs1 (centres undefined)	9	-3	0
Cc1ccc(NC(=O)N2CCC3(CC2)SCCN3C(=O)c2ccccc2C)cc1C	11	-4	0
C=C(C)CSc1nc2c(c(=O)[nH]c(=O)n2C)n1Cc1ccccc1Cl	29	·	3
C[C@@H]1[C@@H](OC(=O)NCCc2ccccc2)C[C@H]2C[C@@H]1C2(C)C	4	·	-9
FC(F)(F)c1ccccc1C=NNc1nc2ccccc2o1	0	-4	-7
CC1CN(CC(=O)NCc2ccccc2)c2ccccc2S1 (centres undefined)	-5	·	-3
NC(=O)CSc1nc(=O)n(Cc2ccco2)c2c1CCC2	1	-9	-2
Cc1ccc(C(=O)N2CCN(Cc3ccc4c(c3)OCCO4)CC2)cc1F	-5	·	0
O=C(c1ccc(N2CCCS2(=O)=O)cc1)N1CCN(S(=O)(=O)c2cccc(F)c2)CC1	7	·	-5
CCc1ccc(S(=O)(=O)NCCOc2ccc(-c3ccccc3)nn2)s1	-5	-9	-8
Cn1c(=O)c2nc(NN=Cc3ccco3)cnc2n(C)c1=O	-1	-2	4
Cc1cc(NC(=O)c2cc3ccccc3o2)n(-c2nc3c(c(=O)[nH]2)CCC3)n1	7	-6	-8
COC(=O)C1CCCN1C(=O)c1cc(CC(C)C)no1 (centres undefined)	10	-13	-10
COc1ccccc1-n1c(CNC(=O)c2cccs2)nnc1SCC(=O)Nc1cc(C(F)(F)F)ccc1Cl	-7	·	-5
CC(=O)N[C@H]1CCN(C(=O)c2cccc(-c3cccc(F)c3)c2)C1	-3	·	-2
CN1C[C@@H]2CC[C@H](C1)N(C(=O)c1cccnc1N(C)C1CCCCC1)C2	·	-6	-10
O=C(CC1S/C(=N/N=C2CCCC2)NC1=O)Nc1ccccc1 (centres undefined)	0	·	-17
CC(C)(C)C1CCC(C(=O)NCC(=O)OCc2ccccc2)CC1 (centres undefined)	3	·	-4
CO[C@@H]1C[C@@H]2CC(C)(C)OC[C@@]2(O)[C@H]1N(C)Cc1cccnc1	3	-7	-3
NS(=O)(=O)c1ccc(NC(=O)CSc2nc3ccccc3c(=O)n2-c2ccccc2)cc1	-6	-5	-4
Cc1nnc(NC(=O)NCc2cccc(CN3CCOC(C)C3)c2)s1 (centres undefined)	-5	-17	-9
Cc1ccc(C(=O)NCCNc2ccc(Nc3cccnc3)nn2)cc1C	-1	-7	-6
CN(Cc1cnccn1)C(=O)CC(c1ccccc1)c1ccccc1Cl (centres undefined)	4	·	-6
CCCN1C(=O)c2ccccc2N(CC(=O)NC2CCN(C)CC2)C(=O)C1Cc1ccccc1 (centres undefined)	0	·	-10
O=C(NC1CC1)c1cc2n(n1)C(C(F)(F)F)CC(c1ccco1)N2 (centres undefined)	2	·	-6
CCc1ccc(-c2noc(CC(O)(c3ccc(C)o3)C(F)(F)F)n2)cc1 (centres undefined)	8	·	-5
CN1CC(NC(=O)Nc2ccc(-c3ccn[nH]3)cc2)CCC1=O (centres undefined)	-19	·	10
CC(NS(=O)(=O)c1ccc(C(C)(C)C)cc1)C(=O)NC1CC1 (centres undefined)	1	-5	-8
Cc1ccc(S(=O)(=O)N(C)C)cc1NC(=O)CCSc1ccccc1Cl	-1	·	0

(further entries)
SMILES	NPYLR7 agonist	mcGAS lum	hcGAS lum
CCCCCN(CC(=O)N(CCc1ccccc1)Cc1ccc(C)o1)C(=O)c1ccco1	·	-10	-14
Cc1ccc(N(C)S(=O)(=O)c2ccsc2C(=O)n2nc(C)cc2C)cc1	-2	-1	-2
CCN(CC1CCCN(CCc2cccc(OC)c2)C1)C(=O)c1cccnc1SC (centres undefined)	3&1	-3	-13&-5
CC1C(=O)N(c2ccc(Oc3ccccc3)cc2)CCN1C(=O)C1CCC1 (centres undefined)	-1	-4	-5
CNC(=O)c1ccc(NC(=O)CCC(=O)c2ccc(Cl)s2)cc1	4	·	-2
CC(C)(CNC(=O)c1cccc2cccnc12)N1CCOCC1	-5	-7	-7
COC(=O)[C@@H]1C[C@@H](N(C)C)CN1Cc1cc(C(C)C)no1	7	-14	-5
CC(=O)C=C(O)c1c2ccccc2cc2ccccc12	-8	-4	2
COc1ccccc1CNc1nc(C)c(C(=O)N(C)C)s1	0&7	-17&-5	-8&-9
Cc1cc(C)cc(-c2ccc(-n3cncc3C(=O)NCc3cccs3)cc2)c1	5	-6	-7
CCN(C(=O)c1ccc(Cl)o1)C(c1cccnc1)c1nccn1C (centres undefined)	-10	4	6
CS(=O)(=O)NCCc1csc2nc(-c3cccc(F)c3)nn12	-1	-7	-5
COC(=O)CN1C(=O)CNC12CCN(C(=O)C(C)ON=C(C)C)CC2 (centres undefined)	1	·	-10
Cc1cc(C(C)NC(=O)C(C)NC(=O)OCc2ccccc2)c(C)s1 (centres undefined)	5	·	-8
O=C(Cc1ccc(Cl)cc1)N1CCN(c2ccc(-n3cccn3)nn2)CC1	-4	-7	-3
NC(=O)C1CCN(c2ccc(S(=O)(=O)C(F)F)cc2)CC1	2	·	-16
COc1ccc([C@@H]2C[C@H](NC(C)=O)C[C@H](CC(C)C)O2)c(OC)c1OC	11	·	-3
CC1(C(Cl)(Cl)Cl)C=CC(=Nc2ccccc2)C=C1 (centres undefined)	-2	-6	-6
C=CCNCCCOc1c(C)cc(Cl)cc1Cl	5	·	2
Cc1ccncc1NS(=O)(=O)CCc1ccccc1	-21	·	-6
COCCCNC(=O)CSc1nc(Cl)cc(N2CCN(C(=O)c3cccc(F)c3)C(C)C2)n1 (centres undefined)	-2	-1	-2
